ST2 inh – blocks human ST2 binding to IL-33 | Q01638 | AlphaLISA ST2-Fc/biotin-IL-33 interaction, 1 h | inhibition, % for hits at 17 µM | hit rate 2.3% among 78,000; in the data active means inhibition above about 30%; inconclusive means mostly about 10% to 28%
Target sequence (Q01638 whole entry, looked up): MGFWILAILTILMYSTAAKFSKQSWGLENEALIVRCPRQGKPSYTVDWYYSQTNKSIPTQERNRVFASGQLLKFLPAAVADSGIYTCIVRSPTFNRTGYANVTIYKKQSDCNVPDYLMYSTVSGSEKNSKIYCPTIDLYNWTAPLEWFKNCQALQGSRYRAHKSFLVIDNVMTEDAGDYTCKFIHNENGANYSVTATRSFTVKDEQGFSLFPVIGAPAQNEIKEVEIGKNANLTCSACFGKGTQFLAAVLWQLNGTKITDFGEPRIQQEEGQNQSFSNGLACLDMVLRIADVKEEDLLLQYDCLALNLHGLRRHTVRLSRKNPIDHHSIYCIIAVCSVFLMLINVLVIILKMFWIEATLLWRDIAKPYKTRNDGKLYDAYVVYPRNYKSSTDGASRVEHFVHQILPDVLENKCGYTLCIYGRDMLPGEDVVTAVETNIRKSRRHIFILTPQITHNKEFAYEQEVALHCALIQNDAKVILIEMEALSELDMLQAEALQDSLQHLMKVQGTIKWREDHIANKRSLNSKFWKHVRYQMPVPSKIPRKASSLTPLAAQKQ
* marks the source's active call; other numbers are inactive results; i = inactive; ? = inconclusive. This is a subset (hit frequency here may not be typical).

The opening 17 compounds, ahead of the listing:
SMILES	ST2 inh
COC(=O)[C@@H]1C[C@@H](NC(=O)c2ccc3c(c2)nnn3C)CN1C	i
O[C@@H]1C[C@@H](c2nc(-c3ccc4c(c3)OCO4)no2)N(C2CCOCC2)C1	33%*
CCN(C(=O)c1ccc(Cl)cc1)c1ccccc1C	i
CC1CCCN(C(=O)Cc2c(C(=O)O)[nH]c3ccc(Cl)cc23)C1 (stereo not given)	i
CCc1c(C#N)c(N)nc(SCC(=O)c2ccc(C)cc2)c1C#N	?
O=C(O)c1cccnc1CN1CCN(c2nsc3ccccc23)CC1	i
O=c1nc(-c2ccccc2)c2cc(Br)ccc2[nH]1	i
COc1ccc(-n2c(C)nc3c(cnn3-c3ccc(C)c(C)c3)c2=O)cc1	?
COc1ccc(NC(=O)CN(c2ccc(C(C)C)cc2)S(C)(=O)=O)c(OC)c1	i
COc1ccc(NS(=O)(=O)C[C@@]23CC[C@H](CC2=O)C3(C)C)cc1	i
O=C(NCC1CCCO1)c1ccc([N+](=O)[O-])o1 (stereo not given)	i
Cc1ccccc1C(=O)Nc1ccc(C)c([N+](=O)[O-])c1	?
COc1ccc(S(=O)(=O)Nc2ccc(F)c(Cl)c2)cc1OC	i
O=C(C1CN(c2nccc(CCC(F)(F)F)n2)CCN1)N1CCCC1 (stereo not given)	i
O=C(c1ccco1)N1CCN(C(=O)c2cccn3c(=O)c4c5c(sc4nc23)CCCC5)CC1	i
COc1cccc(OCC(O)CN2CCN(c3ccccc3OC)CC2)c1 (stereo not given)	i
CC1(C)Oc2ccc3ccc(=O)oc3c2[C@@H](O)[C@H]1O[C@@H]1O[C@H](CO)[C@@H](O)[C@H](O)[C@H]1O	i

Results, repeating the preview:
SMILES	ST2 inh
COC(=O)[C@@H]1C[C@@H](NC(=O)c2ccc3c(c2)nnn3C)CN1C	i
O[C@@H]1C[C@@H](c2nc(-c3ccc4c(c3)OCO4)no2)N(C2CCOCC2)C1	33%*
CCN(C(=O)c1ccc(Cl)cc1)c1ccccc1C	i
CC1CCCN(C(=O)Cc2c(C(=O)O)[nH]c3ccc(Cl)cc23)C1 (stereo not given)	i
CCc1c(C#N)c(N)nc(SCC(=O)c2ccc(C)cc2)c1C#N	?
O=C(O)c1cccnc1CN1CCN(c2nsc3ccccc23)CC1	i
O=c1nc(-c2ccccc2)c2cc(Br)ccc2[nH]1	i
COc1ccc(-n2c(C)nc3c(cnn3-c3ccc(C)c(C)c3)c2=O)cc1	?
COc1ccc(NC(=O)CN(c2ccc(C(C)C)cc2)S(C)(=O)=O)c(OC)c1	i
COc1ccc(NS(=O)(=O)C[C@@]23CC[C@H](CC2=O)C3(C)C)cc1	i
O=C(NCC1CCCO1)c1ccc([N+](=O)[O-])o1 (stereo not given)	i
Cc1ccccc1C(=O)Nc1ccc(C)c([N+](=O)[O-])c1	?
COc1ccc(S(=O)(=O)Nc2ccc(F)c(Cl)c2)cc1OC	i
O=C(C1CN(c2nccc(CCC(F)(F)F)n2)CCN1)N1CCCC1 (stereo not given)	i
O=C(c1ccco1)N1CCN(C(=O)c2cccn3c(=O)c4c5c(sc4nc23)CCCC5)CC1	i
COc1cccc(OCC(O)CN2CCN(c3ccccc3OC)CC2)c1 (stereo not given)	i
CC1(C)Oc2ccc3ccc(=O)oc3c2[C@@H](O)[C@H]1O[C@@H]1O[C@H](CO)[C@@H](O)[C@H](O)[C@H]1O	i
Cc1cccc(CN2CCCN(CC(=O)Nc3ccc(Cl)cc3)S2(=O)=O)c1	i
COC(=O)C1CCN(C(=O)CC2(c3ccc(-c4ccccc4)cc3)CC(=O)N(C3CC3)C2=O)CC1 (stereo not given)	i
COc1cc(NC(=O)c2cc(-c3ccc(Cl)cc3)on2)c(OC)cc1Cl	i
CN1CCN2CCN(S(=O)(=O)N3CCCC3)CC2C1=O (stereo not given)	?
Cc1nc(=NC(=N)N)n(C)c2ccccc12	i
COc1cccc(CN2CCCC3(CCN(Cc4ccc(CO)o4)C3)C2)c1OC (stereo not given)	i
CCn1c(=O)n(-c2ccc(C)c(C)c2)c2nc(-c3cccc(OC)c3)nc(C(N)=O)c21	i
CN(Cc1ccccc1)C(=O)c1nn(C)c2c1CC(N1CCN(c3ccccc3O)CC1)CC2 (stereo not given)	i
COc1cc2c(cc1OC)C(C(=O)N1CCCC1)C(c1cccnc1)N(C)C2=O (stereo not given)	i
CCOc1cc(S(=O)(=O)NCc2cccnc2)c(C)cc1C	i
Cc1ccc(N2CCn3c2nc2c3c(=O)n(Cc3ccc(F)cc3)c(=O)n2C)cc1	?
COc1cccc(C2C(N3C(=O)c4ccccc4C3=O)C(=O)N2c2ccc(Cl)cc2C)c1 (stereo not given)	i
O=[N+]([O-])c1ccccc1S(=O)(=O)NCCc1ccc(F)cc1	?
CC(C)(C)c1cc(Br)cc(C=O)c1O	?
CC(C)NC(=O)C1(O)c2cc(Br)ccc2NC(=O)N1c1ccccc1 (stereo not given)	i
Cc1ccc(C(C)C)c(OCC(=O)N2CCN(c3ccc([N+](=O)[O-])cc3)CC2)c1	i
CC(C)N1CC(OCc2ccc(F)cc2)CN(C(=O)c2ccc(-n3cccn3)cc2)CC1=O (stereo not given)	?
Cc1cccc(C(=O)N(Cc2ccccc2)Cc2ccccc2)c1	i
c1ccc(CCCNc2nc(-c3cccnc3)nc3c2CCNC3)cc1	i
CCC(=O)Nc1ccc(Cc2ccc(NC(=O)CC)c(C(=O)O)c2)cc1C(=O)O	i
Nc1nc(-c2ccccc2)c(Br)c(=O)[nH]1	i
Cc1cc(Nc2ccc3c(c2)OCCO3)c2cccc(C)c2n1	i
CC1Cc2ccccc2N1C(=O)CSC1=C(C#N)C(c2ccccc2F)CC(=O)N1 (stereo not given)	?
CC(=O)N1c2c(cc(Br)cc2S(=O)(=O)Nc2cccc([N+](=O)[O-])c2)CC1C (stereo not given)	i
CC(=O)N1CCN=C1SCc1ccccc1Cl	i
CCN1CCCC1CNS(=O)(=O)c1cccc2cccnc12 (stereo not given)	i
CCOC(=O)N1CCC(=C2c3ccc(Cl)cc3CCc3cccnc32)CC1	?
CC(NC(=O)c1ccccc1N)c1ccccc1 (stereo not given)	i
O=C(O)c1cc(-c2ccccc2F)nc2ccc3ccccc3c12	i
COC(=O)C1C(=O)C2=C(CC1C)NC(C)=C(C(=O)OC1CCCC1)C2c1cccc(Cl)c1 (stereo not given)	i
N=C1N=NC(c2ccccc2)=CS/C1=C\c1ccc(Cl)cc1	?
O=C(c1noc2c1CCCC2)N1CCN(C(c2ccccc2)c2ccccc2)CC1	i
COc1ccc2nc3oc(C(=O)NCc4ccc(C)o4)cc3cc2c1	?
Cc1ccc(OCCn2c(=O)oc3ccccc32)cc1	i
CC1=CC[C@@H]2CN(C(=O)c3cc(CC(C)C)no3)C[C@@H]2C1	?
COc1ccccc1N1CCN(CC[C@H]2CN(C(=O)NC(C)C)CC[C@H]2CC(=O)O)CC1	?
CCOc1ccc2nc(N3CCCC3C(=O)NCCCn3cccn3)nc(C)c2c1 (stereo not given)	?
O=C(NCc1cccs1)C(=O)Nc1ccccc1Cl	i
O=C(c1ccccc1[N+](=O)[O-])N1CCN=C1SCc1ccccc1	?
CCC1CN(C(=O)c2ccnc(OC)c2)CCC(=O)N1Cc1ccccc1 (stereo not given)	i
Cc1cc(Oc2ccc([N+](=O)[O-])cc2)nc(NCc2ccccc2)n1	i
Cc1ncc(CO)c(CN(C)Cc2cc(C(C)(C)C)n[nH]2)c1O	i
Cc1ccc(C)c(CSC2=NCCN2C(=O)c2ccc3c(c2)OCO3)c1	i

Next records.
SMILES	ST2 inh
O=C(OCCN1CCOCC1)c1ccc(O)cc1O	?
O=C(Nc1ccc(-c2ccccc2)cc1)C1CC1c1ccccc1 (stereo not given)	i
COc1ccc(C)cc1S(=O)(=O)N1CCN(c2nc(C)cc(N3CCOCC3)n2)CC1	i
O=S(=O)(c1ccc(S(=O)(=O)N2CCCCC2c2cccnc2)cc1)N1CCOCC1 (stereo not given)	i
CCC(C)NC(=O)C1CCN(S(=O)(=O)N2CCCCC2)CC1 (stereo not given)	i
Cc1ccc(-c2nnc(-c3nc(NCCc4cnc[nH]4)c4ccccc4n3)o2)cc1	?
Cc1cc(I)ccc1S(=O)(=O)NCc1ccccc1	i
COc1ccc(NC(=O)CCC2CCCN(Cc3ccncc3)C2)cc1Cl (stereo not given)	?
COc1ccc(-c2ccnc(N[C@H]3CO[C@H]4[C@@H]3OC[C@@H]4NC(=O)Nc3cccc(C#N)c3)n2)cc1	?
CC1(C)CC(=O)C(C(C2=C(O)CC(C)(C)CC2=O)c2cccc(O)c2O)C(=O)C1 (stereo not given)	?
Cc1cc(C)c(CNCc2cncn2CC(C)C)c(C)c1CO	?
CCOc1ccccc1NC(=O)CC1SC(N)=NC1=O (stereo not given)	i
O=C(CSC1=NS(=O)(=O)c2ccccc21)Nc1ccccc1	i
O=C(Nc1cccc(C(F)(F)F)c1)N[C@H]1CO[C@H]2[C@@H]1OC[C@H]2OC(=O)Nc1ccccc1	?
Cc1cc(C)nc(CN2C[C@H]3OC(=O)N(CCCN4CCOCC4)[C@H]3C2)n1	i
CC(C)Cc1noc(C2CCCN(Cc3nc(-c4ccco4)no3)C2)n1 (stereo not given)	i
Cc1ccnn1CCC(=O)NC1CC(=O)N(CCc2ccc(F)cc2)C1 (stereo not given)	?
O=[N+]([O-])c1ccc(O)c(CN2CCCCCCC2)c1	i
O=C(CSc1nc2ccccc2[nH]1)Nc1cccc([N+](=O)[O-])c1	i
CN1CCN(Cc2ccc(-c3cccc([N+](=O)[O-])c3)o2)CC1	?
CN(Cc1nncn1C)c1nccc(C2CCCC2)n1	?
Cc1c(Cl)cccc1NS(=O)(=O)c1ccc2[nH]cc(C(=O)NCC3CCCO3)c(=O)c2c1 (stereo not given)	i
CC1(C)CC(=O)C2=C(C1)OC1=C(C(=O)CC(C)(C)C1)C2c1ccc(-c2ccccc2F)o1	?
CCCCNC(=O)CN1C(=O)/C(=C\c2cccc(Cl)c2)Sc2ccccc21	i
O=C(CCc1ccccc1)Nc1ccnn1C1CCN(Cc2c(F)ccc(F)c2F)CC1	i
CC(C)c1nccc(CN2CCCC3(C2)C(=O)N(C)c2ccccc23)n1 (stereo not given)	i
CCC(=O)Nc1cccc(NC(=O)c2ccccc2Br)c1	i
O=[N+]([O-])c1ccc(OCC(O)CNCC2OCCc3ccccc32)cc1 (stereo not given)	i
CC(=O)N1c2c(C)cccc2C(C)CC12CCCCCC2 (stereo not given)	?
COc1cc2c(C(=O)Nc3cccc(C)n3)cn(CC(C)C)c(=O)c2cc1OC	i
Cc1ccc(S(=O)(=O)N(C)CC(=O)Nc2ccc(F)cc2F)cc1	i
CN(C)c1ccc(C2C(C#N)=C(N)OC3=C2C(=O)CC(c2ccccc2)C3)cc1 (stereo not given)	?
Cc1c(N=Cc2cc([N+](=O)[O-])ccc2N(C)C2CCCCC2)c(=O)n(-c2ccccc2)n1C	47%*
Cc1ccc(-c2csc(C(N)=O)c2)c2cccnc12	i
COc1cc(/C=C2/C(=O)NN(c3ccc(Cl)c(Cl)c3)C2=O)cc([N+](=O)[O-])c1O	?
CSc1c(CC(=O)Nc2ccc(C)cc2)n(C)c2ccccc12	i
COc1cccc(NC(=O)c2cc3cc4ccc(C)cc4nc3s2)c1	?
Cc1cc(C)n(CCOc2nonc2NCn2nc(C)cc2C)n1	i
COc1ccc(-c2nc3s/c(=C\c4ccco4)c(=O)n3n2)cc1	i
O=Cc1ccc(S(=O)(=O)c2ccc(Cl)cc2)cc1	i
Cc1c(NC(=O)c2cc(-c3ccc(Cl)c(Cl)c3)on2)c(=O)n(-c2ccccc2)n1C	i
COc1ccc(OC)c2c(N3CCN(C)CC3)cc(C(F)(F)F)nc12	i
COc1ccc(Br)cc1S(=O)(=O)n1ccnc1C(C)C	i
COc1ccc(C(=O)N2CCN(CCSc3ccccc3)CC2)cc1	?
Cc1ccc(C2C3=C(CCCC3=O)Nc3nc(SCc4ccccc4F)nn32)cc1 (stereo not given)	i
O=C(NCCc1ccc(Cl)cc1)C1CCC(Cn2c(=O)[nH]c3ccsc3c2=O)CC1 (stereo not given)	?
CCSc1nnc(NC(=O)CSc2nc3ccccc3s2)s1	i
Oc1c(C=NCc2ccc(Cl)cc2Cl)[nH]c2ccc(Br)c(Cl)c12	i
c1csc(CN2CCCCCC2)c1	?
Cc1nc(C(Cl)(Cl)Cl)[nH]c(=O)c1SCCO	i
CCOCc1cn(CC(=O)c2ccc(OC)cc2)c(C)nc1=N	i
CCCCNC(=O)CC1Sc2ccccc2NC1=O (stereo not given)	i
Cc1ccc(NC(=O)c2cccc(Cl)c2)cc1OCc1cc(=O)n2cccc(C)c2n1	?
COc1ccc2cc3cc(C(=O)N(C)c4cc(C)ccc4C)oc3nc2c1	?
CC(=O)Nc1ccc(S(=O)(=O)Nc2ccc3n(c2=O)C[C@H]2C[C@@H]3CN(C(=O)Cc3cccs3)C2)cc1	i
Cc1cc([N+](=O)[O-])nn1CCCC(=O)NCc1ccc(F)cc1	i
O=c1[nH]c(-c2ccc(Br)cc2)cn1-c1cccc(Cl)c1	i
COc1ccc2nc3oc(C(=O)N4CC(C)CC(C)C4)cc3cc2c1 (stereo not given)	?
CC(C)(O)C#Cc1ccc(C2CC(=O)Nc3c2cnn3CC2CC2)cc1 (stereo not given)	?
Cc1cccn2c(CNC3CSCCSC3)cnc12	i

(listing goes on)
SMILES	ST2 inh
CCN(CC)CCN(C)Cc1ccc([N+](=O)[O-])cc1	?
Cc1nc(CNC(=O)c2coc(Cn3cnc4ccccc43)n2)cs1	?
COc1ccc(NC(=O)c2sc3cccc(Cl)c3c2Cl)c(OC)c1	i
Cn1cc(CN(CCO)C(=O)c2cccc(-c3cccc(F)c3)c2)cn1	i
COCC1=C2/C(=C\C3(C)CCC(O)(O3)[C@](C)(O)C[C@@H]2OC(C)=O)OC1=O (stereo not given in full)	i
O=C1CCCC2=C1C(c1ccncc1)n1nc(SCc3ccccc3F)nc1N2 (stereo not given)	?
Cn1c(=O)cc(SCC(=O)N2CCN(c3ccccc3)CC2)c2ccccc21	i
Cc1ccc(OCC(=O)Nc2ccccc2C(N)=O)cc1	?
CCC(C)NC(=O)c1cn(CC(C)C)c(=O)c2cc(OC)c(OC)cc12 (stereo not given)	i
CCc1cc(N2C[C@H](OC(C)C)[C@@H](O)C2)nc(N(C)C)n1	i
Nc1nonc1-c1nc2ccccc2n1CC(=O)Nc1ccc(OC(F)(F)Cl)cc1	?
Cc1cccc(S(=O)(=O)NCCn2c(CCc3ccccc3)nc3cccnc32)c1	?

Compound activity: PubChem BioAssay, IUPUI and University of Michigan
